GAA glycogen mod – alters human alpha-glucosidase cleavage of glycogen; 300,000 compounds, 0.38% hits; recombinant GAA, glycogen substrate, Amplex Red glucose oxidase fluorescence; P10253; Potency, µM (titrated, usually from 76.4 µM), for inactives: at the highest dose activity change, negative = inhibition, usual class: inhibitors; active = well fitted inhibition curve with a large enough effect; inconclusive = small, poorly fitted or top-dose-only effect, or another doubt; inactive = no such curve, though single readings can be large or run the other way;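 also: 0% = full enzyme reaction and -100% = no-enzyme basal signal; the screen sought inhibitors and activators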
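Recombinant human alpha-glucosidase (4 nM final) hydrolysed bovine liver glycogen (30 ug) for 40 min at 37 C in pH 5.0 citrate/phosphate with 0.01% Tween-20. Released glucose detected by glucose oxidase/Amplex Red, Ex 573/Em 610 nm. Compounds up to 77 uM; AC50 from Hill fits.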
* marks the source's active call; other numbers are inactive results; ? = inconclusive; [ ] = dose if it differs, or a comment. Potency is read from the fitted curve at half-maximal effect. These rows are one share of the data, so the mix of outcomes need not match the whole.

GAA glycogen mod | compound
-14%[76.3 µM] | C=CCNC(=O)C1CC1(c1ccc(C)cc1)c1ccc(C)cc1 (configuration not stated)
0% | CCCCN(C)C(=O)c1cn(-c2cccc(OC)c2)c(=O)c2ccccc12
5% | CCCn1c2ccc(F)cc2c2nnc(SCCN3CCOCC3)nc21
-5% | CC(C)CNS(=O)(=O)c1cc(C(=O)OC2CCOC2=O)c(Cl)cc1Cl (configuration not stated)
3% | O=C(N/N=C/C(Cl)=C/c1ccccc1)c1ccccc1F
-2%[76.3 µM] | COc1ccc(C(=O)NC(=S)Nc2ccc(CN3CCOCC3)cc2)cc1Br
0%[76.3 µM] | CN(Cc1c(C(=O)N/N=C/c2cc(F)ccc2F)nnn1-c1nonc1N)C1CCCCC1
5%[76.3 µM] | O=C(CCCn1c(=O)c2cccn2c2cccnc21)NCc1ccccc1Br
5% | CN1C2CCC1CC(NC(=O)c1ccc([N+](=O)[O-])cc1)C2 (configuration not stated)
0%[76.3 µM] | O=C(NC1CCCCC1)c1ccc(CSc2nc3cccnc3n2Cc2ccc(F)cc2)cc1
-5%[76.3 µM] | CCN1CCN(CCNC(=O)c2ccc3c(c2)N(Cc2ccc(F)cc2)C(=O)c2ccccc2S3=O)CC1 (configuration not stated)
? | Cc1ccc(S(=O)(=O)NNC(=O)Nc2ccc(C)c(C)c2)c(C)c1
-9%[76.3 µM] | COc1ccc(Cn2nnc3c(=O)[nH]c(C4CCN(S(=O)(=O)c5ccc(C)cc5)CC4)nc32)cc1
6%[76.3 µM] | Cc1cc(C(F)(F)F)nc(SCCN2CCCCC2)c1C#N
-3% | CC(=O)c1cccc(S(=O)(=O)N2CCC(C(=O)O)(c3ccccc3)CC2)c1
-9%[76.3 µM] | Cc1ccc(CN(CC(=O)NCc2ccc3c(c2)OCO3)C(=O)c2csnn2)cc1
1% | COc1ccc(C2N(c3ccccc3)C(=O)C2(F)F)cc1OC (configuration not stated)
-13%[0.611 µM] | COc1cccc(C(=O)Nc2ccc3c(c2)n(C)c(=O)n3C)c1
3% | Cc1cc(=O)oc2c(CN3CCCC3)c(O)ccc12
-15%[76.3 µM] | Cc1cccc(CN2C(=O)/C(=C\c3ccc(C(=O)NCCCN4CCN(C)CC4)cc3)Oc3ccccc32)c1
5% | O=c1[nH]c(=O)n(Cc2ccccc2)c2nc(-c3ccc(C(F)(F)F)cc3)n(CCO)c12
-13%[76.3 µM] | O=C(COc1ccc2c3c(c(=O)oc2c1)CCCC3)N1C[C@H]2C[C@@H](C1)c1cccc(=O)n1C2
-20%[76.3 µM] | COc1ccc(/C=N\NC(=O)c2ccc(-c3ccccc3)cc2)cc1COC(C)=O
-6%[76.3 µM] | COc1ccc(Br)cc1C1CC(=O)Nc2c1c(C)nn2-c1nc(C)cc(C)n1 (configuration not stated)
6%[76.3 µM] | CCN1CCN(C2=C(NS(=O)(=O)c3ccccc3)C(=O)c3ccccc3C2=O)CC1
-3% | COC(=O)c1cc(C(=O)OCC(=O)N(C)c2ccccc2)cc([N+](=O)[O-])c1
-6%[76.3 µM] | O=C(Cc1c(Cl)cccc1Cl)OCc1ccccn1
4% | COc1ccc(C(=O)Cn2cnc3ccc(Cl)cc3c2=O)cc1F
11%[76.3 µM] | COc1cc(C)ccc1OCCSc1nc2ccc(NC(=O)c3ccc(C)cc3)cc2s1
-5%[76.3 µM] | O=C(NCCc1ccccc1Cl)C1CCC(=O)N(Cc2ccc(Cl)cc2)C1 (configuration not stated)
? | CN1CCN(C(=O)/C(=C/c2ccc(N(C)C)cc2)NC(=O)c2ccccc2)CC1
-6%[76.3 µM] | Cc1ccc(S(=O)(=O)c2cnc(SCC(=O)Nc3cc(C)cc(C)c3)nc2N)cc1
4% | O=C(Nc1ccccc1F)C1CCCN(S(=O)(=O)c2ccc(-n3cnnn3)cc2)C1 (configuration not stated)
-3%[76.3 µM] | COc1ccc(CC(=O)Nc2ccc3nc(Nc4cccc(Cl)c4)cc(C)c3c2)cc1
-2% | CCn1c(SCc2ccc(OC)c(F)c2)nc2ccccc2c1=O
0%[76.3 µM] | CCCn1c(O)c(N=NC(=O)CNC(=O)/C=C/c2ccc(OC)cc2)c2ccccc21

Grouped by structure, those above with a nitro group on carbon.
GAA glycogen mod | compound
5% | CN1C2CCC1CC(NC(=O)c1ccc([N+](=O)[O-])cc1)C2 (configuration not stated)
-3% | COC(=O)c1cc(C(=O)OCC(=O)N(C)c2ccccc2)cc([N+](=O)[O-])c1

Next section
GAA glycogen mod | compound
-6%[76.3 µM] | Cc1cc(=O)oc2c(C)c(OCC(=O)NCc3ccccn3)ccc12
-11%[76.3 µM] | CN1CCN(CC(O)COc2ccccc2)CC1 (configuration not stated)
10%[76.3 µM] | CSc1nc2c(c(=O)[nH]c(=O)n2C)n1Cc1ccccc1Cl
-1% | CC(C)C(=O)NNC(=O)C1CC1(c1ccccc1)c1ccccc1 (configuration not stated)
5% | Cc1ccccc1C(=O)OCC(=O)N(C)c1ccccc1
-10%[76.3 µM] | CCOc1cccc(C(=O)Nc2ccc(NC(=O)c3cc4ccccc4o3)c(OC)c2)c1
-15% | O=C(O)C(Cc1c[nH]c2ccccc12)NS(=O)(=O)c1ccc(Br)cc1 (configuration not stated)
-9%[76.3 µM] | CCCn1cc(S(=O)(=O)c2ccccc2)c(=O)c2cc(OCC)ccc21
9%[76.3 µM] | CCOc1ccc(CNC(=O)Cn2c(=O)c3cccn3c3ccc(F)cc32)cc1OC
-2%[76.3 µM] | CC(NC(=O)c1ccc(NC(=O)c2ccco2)cc1)c1ccccc1 (configuration not stated)
4% | c1ccc(CN2CCN(c3cnc4ccccc4n3)CC2)cc1
-1%[76.3 µM] | Cc1ccc(S(=O)(=O)NCCc2nnc(SCc3cccnc3)n2C)cc1

Part of the list above, with each value named:
canonical_smiles: CSc1nc2c(c(=O)[nH]c(=O)n2C)n1Cc1ccccc1Cl
  GAA glycogen mod = 10%[76.3 µM]
canonical_smiles: CC(C)C(=O)NNC(=O)C1CC1(c1ccccc1)c1ccccc1 (configuration not stated)
  GAA glycogen mod = -1%
canonical_smiles: Cc1ccccc1C(=O)OCC(=O)N(C)c1ccccc1
  GAA glycogen mod = 5%
canonical_smiles: CCOc1cccc(C(=O)Nc2ccc(NC(=O)c3cc4ccccc4o3)c(OC)c2)c1
  GAA glycogen mod = -10%[76.3 µM]

Additional structures.
GAA glycogen mod | compound
-5%[76.3 µM] | CN(C)CCN(C(=O)c1ccc2ccccc2c1)c1nc2cc3c(cc2s1)OCCO3
-1%[76.3 µM] | CN(C)c1ccc(C(=O)N2CCCC(CCC(=O)N3CCN(c4ccccn4)CC3)C2)cc1 (configuration not stated)
-2% | O=P(c1ccccc1)(c1ccccc1)c1cc(Br)cc(Br)c1OCCO
-13%[76.3 µM] | O=C(NCc1nnc(SCC(=O)N2CCCCCC2)o1)c1ccccc1F
0%[76.3 µM] | Cc1cccc(C)c1OCc1cc(C(=O)N(Cc2c(C)nn(C)c2C)C2CC2)no1
-6% | COc1ccc(NC(=O)CCCC(=O)c2ccccc2)cc1OC
2%[76.3 µM] | COc1ccccc1CCCNC(=O)C1CCC(=O)N(CCCN2CCCC2=O)C1 (configuration not stated)
-9%[76.3 µM] | COC(=O)Cc1csc(NCc2ccccc2)n1
-15%[76.3 µM] | Cc1nc(C)c(-c2csc(Nc3ccc(C(=O)O)c(O)c3)n2)s1
13%[76.3 µM] | Cc1cc(NC(=O)c2ccccc2Cl)ccc1NC(=O)c1ccccc1Cl
-12% | CC(C)c1cccc(C(C)C)c1NC(=O)CN1CCCC1
-1%[76.3 µM] | CCCCc1cc(=O)oc2cc(C)cc(OCC(=O)Nc3ccccn3)c12
3% | CC(C)(C)NC(=O)CN(C(=O)c1snc(C(=O)NC2CCCCC2)c1N)c1ccc(F)cc1
4% | CCC(C)NC(=O)c1ccc(CSCc2ccc(Cl)cc2)o1 (configuration not stated)
1%[76.3 µM] | O=C(c1ccnc(Cl)c1)N1CCCC(Nc2ccc(F)cc2)C1 (configuration not stated)
0%[76.3 µM] | CC(C)(C)c1ccc(SCCc2ccncc2)cc1
-6%[76.3 µM] | O=C(Nc1ccnn1C1CCN(Cc2ccccc2OCCO)CC1)c1cccc(F)c1
-5%[76.3 µM] | COc1ccccc1CCNC(=O)C(=O)NCC1OCCN1C(=O)c1ccc(Cl)cc1 (configuration not stated)
5% | O=C(N/N=C/c1cccnc1)c1ccc(NC(=O)c2ccc(Cl)cc2)cc1
0%[76.3 µM] | CC1CCCN(C(=O)C2COc3ccccc3O2)C1 (configuration not stated)
0% | O=C(CC1CC2CCC1C2)NC1CCCCCCC1 (configuration not stated)
3%[76.3 µM] | Cc1ccccc1C(=O)Nc1ccnn1C1CCN(Cc2cccnc2)CC1
12% | O=C(CCCC(=O)c1ccccc1)NCc1ccccc1
5%[76.3 µM] | COC(=O)c1cc(CNC(=O)c2ccc(N3CCCC3)c([N+](=O)[O-])c2)ccc1OC

Individual results from above:
Reading for O=P(c1ccccc1)(c1ccccc1)c1cc(Br)cc(Br)c1OCCO under GAA glycogen mod: -2%
Reading for O=C(c1ccnc(Cl)c1)N1CCCC(Nc2ccc(F)cc2)C1 (configuration not stated) under GAA glycogen mod: 1%[76.3 µM]

(cont.)
GAA glycogen mod | compound
-24%[76.3 µM] | CCC1CN(C(=O)N2CCC(C(=O)NCCCc3ccccc3)CC2)c2ccccc2O1 (configuration not stated)
-2% | Cc1ccc(S(=O)(=O)n2ccc3c2CCCC3=O)cc1
7% | CCc1ccc(NC(=O)Cn2nc(C(=O)O)c3ccccc3c2=O)cc1
4%[76.3 µM] | CCc1noc(C)c1C(=O)OCC(=O)NC(=O)c1ccccc1OC
-11%[76.3 µM] | COc1ccc(S(=O)(=O)N2CCOC2CNC(=O)C(=O)NCCc2ccccc2)cc1C (configuration not stated)
8%[76.3 µM] | COc1ccc(C(=O)Oc2ccc3ccc(=O)oc3c2)cc1OC
2% | O=C(O)c1cc(=O)n(Cc2ccccc2)c(=O)[nH]1
-12%[76.3 µM] | NC(=O)c1ccccc1NC(=O)CCCc1ccccc1
-1% | CCOc1ncccc1C(=O)NCCc1ccc(S(N)(=O)=O)cc1
16%[76.3 µM] | CC(C)CCC(=O)N1CCOC1=O
21%[76.3 µM] | COc1ccc(CN2CCSCC2)c(C)c1C
-4%[76.3 µM] | CC(OC(=O)CN1C(=O)c2ccccc2C1=O)C(=O)NCc1ccccc1 (configuration not stated)
-15%[76.3 µM] | Cc1c(Cl)cccc1NC(=O)C(=O)NNS(=O)(=O)c1ccc(F)cc1
-5% | NC(=O)c1ccccc1NCC(=O)c1ccc(F)cc1
-7%[76.3 µM] | Cc1ccn(CCC(=O)Nc2ccc3c(c2)OCO3)n1
4%[76.3 µM] | COc1ccc2cc(-c3ccccc3)ncc2c1
11%[76.3 µM] | CC(=O)c1cc2c(cc1NC(=O)c1ccc(Cl)cc1)OCCO2
-8% | Cc1ccc(NC(=O)c2ccc(S(=O)(=O)N3CCOCC3)cc2)c(C)c1
2% | O=[N+]([O-])c1ccc2nc(NS(=O)(=O)c3ccc(F)cc3)sc2c1
0%[76.3 µM] | O=C(Nc1ccc2c(c1)OCCO2)c1ccc(Cl)cc1Cl
0%[76.3 µM] | CCn1cc(CCC(=O)NCc2ccc(C)cc2)c2ccccc21
-10%[76.3 µM] | C/C=C(\C)CN1CCCC(N(C)CCc2ccc(OC)c(OC)c2)C1 (configuration not stated)
4% | CC(C)(C)OC(=O)N1CCC(C(=O)N[C@H](C(=O)O)c2ccccc2)(c2ccccc2)CC1
2% | CC(C)(C)NC(=O)CN(C(=O)C(=O)Nc1ccc2c(c1)OCCO2)C1CC1
-9%[76.3 µM] | Cc1cccc(CCNC(=O)c2nn(C)c3c2CSc2ccccc2-3)c1
0%[76.3 µM] | Cc1cc(C)cc(C(=O)Oc2cc(C)[nH]c(=O)c2[N+](=O)[O-])c1
-4%[76.3 µM] | COc1cccc(NC(=O)c2sc3nc4n(c(=O)c3c2C)CCC4)c1
-29%[76.3 µM] | CS(=O)(=O)N(CC(=O)N1CCCCC1)Cc1ccccc1
4%[76.3 µM] | COc1ccc(NC(=O)Nc2ccc(C(=O)N3CCOCC3)cc2)cc1OC
3% | COc1ccc(/C=N/NC(=O)c2ccoc2C)cc1CN1CCN(c2ccc(F)cc2)CC1
2%[76.3 µM] | Cc1c(Cl)cccc1NC(=O)C1CCN(c2ncnc3c2nc2n3CCCCC2)CC1
9%[76.3 µM] | Cc1ccc(S(=O)(=O)Cc2ccc(C(=O)N3CCN(c4cccc(C)c4C)CC3)o2)cc1
-5% | CN(C)CCNc1nc2sc3c(c2c(=O)n1Cc1ccccc1)CCCCC3
-3% | CCc1ccc(N2C(=O)CN(Cc3ccccc3)C2=S)cc1
2%[76.3 µM] | O=C(CSc1ccc(-c2ccccn2)nn1)Nc1cccc(F)c1
2%[76.3 µM] | O=C(COc1ccccc1)Nc1nnc(S(=O)(=O)Nc2ccccc2)s1
-14%[76.3 µM] | CCc1cccc(C)c1NC(=O)C1CCCN(S(C)(=O)=O)C1 (configuration not stated)
4% | O=C(NC1CC2CCCC(C1)N2C(=S)Nc1ccccc1Cl)C1CC1 (configuration not stated)
1%[76.3 µM] | CC(C)(C)c1csc(N/N=C/c2ccc(O)cc2)n1
-6%[76.3 µM] | C=CCN1CCN(C(=O)c2ccc3c(c2)OCO3)CC1
-7% | N#Cc1ccc(C(=O)CN2CCN(c3ccccc3)CC2)cc1
2% | Cc1c(C#N)c(O)[nH]c(=O)c1N=Nc1ccc(Br)cc1C(=O)O
